# Source: PubChem
# PTHR1 ag = PTHR1 (human) receptor agonism; Potency, µM (series often up to 115 µM), without a hit: at the top dose activation, usual class: activators; 410,000 tested, 0.075% active; HEK293 GP2 PTHR1 cells, GloSensor cAMP luminescence, 1 h; AID 743266; note: potency is the fitted concentration of half-maximal effect; nearly all actives have a fitted effect of over 55% in size; some results filed as inactive show a strong effect at the top dose; inactives centre near -15; many of its hits are not listed in these tables
#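 HEK-293-derived GP2 cells expressing PTHR1 and a GloSensor cAMP reporter, 3,000/well, plated overnight, given luciferin plus IBMX (each 0.5 mM as added) for 1 h at 37 °C, then compound for 1 h at 37 °C. Luminescence was read after 15 min at room temperature.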
# GLP1R ag = agonists of human GLP-1 receptor; 380,000 tested, 0.007% active; Potency, µM (top dose mostly 45.6 µM), without a hit: at the top dose activation, most hits filed as activators; HEK293 GLP-1R CRE-luciferase, luminescence, 4-6 h; cells express a hypersensitive GLP-1R form; P43220; note: potency is the fitted concentration of half-maximal effect; % of control where 0% means no effect
# Target sequence (P43220 whole entry, looked up): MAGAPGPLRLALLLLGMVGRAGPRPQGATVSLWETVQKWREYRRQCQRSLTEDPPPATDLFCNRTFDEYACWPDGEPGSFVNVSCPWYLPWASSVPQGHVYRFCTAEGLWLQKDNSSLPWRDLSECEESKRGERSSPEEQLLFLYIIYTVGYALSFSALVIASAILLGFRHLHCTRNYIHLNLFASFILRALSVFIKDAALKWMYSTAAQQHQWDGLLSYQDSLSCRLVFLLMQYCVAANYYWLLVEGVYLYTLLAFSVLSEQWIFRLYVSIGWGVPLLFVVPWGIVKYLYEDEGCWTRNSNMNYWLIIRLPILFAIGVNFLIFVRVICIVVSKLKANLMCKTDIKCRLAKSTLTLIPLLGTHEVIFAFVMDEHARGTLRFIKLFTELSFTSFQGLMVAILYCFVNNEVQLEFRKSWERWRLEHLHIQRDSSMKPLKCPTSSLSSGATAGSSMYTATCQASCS
# Akt phos inh = inhibitors of Akt phosphorylation. Neuro2A IGF-stimulated pAkt S473 HTRF, 20 min; stronger effect = lower value. activity change, % for hits at 50 µM. 360,000 tested, 0.32% active; in the data active = activity change below about -80%; inconclusive = mostly about -51% to -80%; note: % is set by controls: 0 for no effect and ±100 for the full control effect
#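 Neuro2A cells in DMEM with 0.5% FBS, overnight at 37 deg C, given compound at single 50 µM final, then IGF (6 nM final) for 20 min at 37 deg C. Lysed; phospho-Akt Ser473 by HTRF after 24 h, 665/615 ratio.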
# GLP-1R inv ag = inverse agonists of human GLP-1 receptor; HEK293 GLP-1R CRE-luciferase, luminescence, 24 h; GLP-1R form is constitutively active; P43220; Potency, µM (series often up to 38.3 µM), for inactives: top-dose activity change, negative = inhibition, actives largely listed as inhibitors; 410,000 tested, 1.6% active; AID 624417; note: potency is the fitted concentration of half-maximal effect; % is set by controls: 0 for no effect and ±100 for the full control effect; nearly all actives have a fitted effect of over 55% in size
#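 HEK293 cells stably co-expressing constitutively active GLP-1R and a cAMP-responsive luciferase reporter were seeded in DMEM with 10% Nu serum, given compounds after 12 h, and incubated 24 h at 37 deg C. Luminescence was then read.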
# TDP43 rescue = TDP-43 toxicity inhibition in yeast; 410,000 tested, 1.8% active; TDP-43 expressing yeast growth rescue, BacTiter-Glo, 24 h; Potency, µM (titrated, usually from 46.1 µM), for inactives: at the top dose growth rescue (activation), usual class: activators; note: potency is the fitted concentration of half-maximal effect; % of control where 0% means no effect; nearly all actives have a fitted effect of over 50% in size
#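 Readout is BacTiter-Glo luminescence of cell growth, so inhibitors register as activators. TDP-43-expressing yeast at OD600=0.02 in galactose medium, after raffinose pregrowth to mid-log, were incubated with compound for 24 hr at 30 deg C.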
# aSyn rescue = rescues yeast growth from alpha-synuclein toxicity | Yeast expressing alpha-synuclein, growth rescue, BacTiter-Glo, 24 h | Potency, µM (doses to about 46.1 µM), inactives show top-dose growth rescue (activation), hits mostly activators | 370,000 tested, 0.14% active | AID 652106; note: potency is the fitted concentration of half-maximal effect; % of control where 0% means no effect; nearly all actives have a fitted effect of over 65% in size
#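 Readout is rescue of growth in alpha-synuclein-expressing yeast, so inhibitors of toxicity appear as activators. Growth after 24 hr at 30 deg C in galactose medium is quantified by luminescence.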
# DRD3 antagonist = antagonists of human D3 dopamine receptor. P35462. D3R cells, DiscoveRx beta-arrestin luminescence, antagonist mode; stronger effect = lower value. max response, negative = inhibition, %. 360,000 tested, 2.5% active; in the data active = max response below about -50%; inconclusive = no clear call, values can overlap the other calls; note: % is set by controls: 0 for no effect and ±100 for the full control effect; mostly tested at two doses, the higher about 12 µM
# Target sequence (P35462 whole entry, looked up): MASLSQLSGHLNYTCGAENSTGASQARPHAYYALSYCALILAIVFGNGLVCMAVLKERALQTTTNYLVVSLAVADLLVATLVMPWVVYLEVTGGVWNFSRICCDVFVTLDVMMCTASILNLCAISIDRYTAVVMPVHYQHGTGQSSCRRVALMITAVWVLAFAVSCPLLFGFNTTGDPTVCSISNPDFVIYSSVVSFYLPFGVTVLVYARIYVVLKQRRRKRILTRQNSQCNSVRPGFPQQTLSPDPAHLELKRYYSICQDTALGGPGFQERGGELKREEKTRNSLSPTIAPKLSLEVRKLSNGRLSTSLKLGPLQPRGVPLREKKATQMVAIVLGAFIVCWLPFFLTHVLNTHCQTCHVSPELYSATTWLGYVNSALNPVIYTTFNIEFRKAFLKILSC
#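 Cells plated overnight at 1500 cells/well, then exposed to library compounds with dopamine controls for 90 minutes at 37 degrees C. DiscoveRx reagent added for 30–60 minutes at room temperature; luminescence read, quantitative HTS format.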
# Abeta rescue = compounds reversing amyloid beta toxicity in yeast; yeast expressing A-beta42, growth rescue, OD600, 48 h; response scale: 0% DMSO, 100% iron-clioquinol control; 410,000 tested, 0.063% active; Potency, µM (highest dose often 46.1 µM), without a hit: top-dose growth rescue, usual class: activators; note: potency is the fitted concentration of half-maximal effect; nearly all actives have a fitted effect of over 55% in size
#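 Yeast A-beta toxicity model in growth medium with pinned compounds, 48 h at 30 C; growth read as absorbance at 600 nm. Normalized to FeCl3/clioquinol equimolar mix (positive) and DMSO (negative).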
# FUS suppressor = rescues growth of FUS-expressing yeast. S. cerevisiae FUS-expressing, growth rescue, OD600, 24 h. Potency, µM (top dose mostly 76.6 µM), without a hit: top-dose growth rescue (activation), usual class: activators. 390,000 tested, 0.24% active;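 note: potency is the fitted concentration of half-maximal effect; plate controls were DMSO vehicle for no effect and reference control for full effect; nearly all actives have a fitted effect of over 55% in size; some results filed as inactive show a strong effect at the top dose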
#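 FUS-expressing yeast, raffinose-pregrown, induced in 2% galactose minimal medium at OD 0.005; compounds in a dilution series, 24hr at 30C. Growth restoration read as absorbance at 600 nm. CP55940 positive control, DMSO negative.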
# Starred values were filed as active, the others as inactive; i = inactive; ? = inconclusive; / = no result given; [ ] = remark or other dose. Unless noted, calls come from the whole dose curve; as a rule, active = well fitted curve in the direction sought with a large enough effect; inconclusive = small, poorly fitted or top-dose-only effect, or another doubt; inactive = no such curve, though single readings can be large; an effect the other way counts as inactive or inconclusive.
# Values in the order – PTHR1 ag, TDP43 rescue, GLP-1R inv ag, Abeta rescue, GLP1R ag, FUS suppressor, aSyn rescue, Akt phos inh, DRD3 antagonist
Cc1ccc(C(=O)O)cc1NS(=O)(=O)c1ccc2c(c1)oc(=O)n2C
    i, -8%, 27%, 4%, 1%, -3%, 12%, i, -1
COc1ccc(-c2noc(-c3ccc(N4CCC(C)CC4)c([N+](=O)[O-])c3)n2)cc1OC
    -49%, 13%, 16%, -5%, /, 6%, /, /, /
CCOCCCn1c(=N)c(C(=O)NC2CCCCC2)cc2c(=O)n3ccccc3nc21
    i, 10%, 16%, -5%, 0%, -15%, /, /, /
CCN(CC)CCn1c(N)nc2ccccc21
    i, 10%, -15%, 9%, 1%, 0%, 2%, i, -1
O=C(NC1CCCC1)C1c2ccccc2OCC(=O)N1Cc1ccccc1 (configuration not stated)
    9%, 2%, 1%, 18%, -3%, -14%, 0%, i, 5
CCNC(=O)C(C)NC(=O)C1=NN(c2ccccc2)C(=O)CC1 (configuration not stated)
    ?, -23%, 7%, -28%, 1%, 6%, -1%, i, -14
C=C1c2cc(C)ccc2NC(=O)N1c1ccccc1
    i, 0%, 5%, -7%, 1%, 18%, -9%, i, 25
Cc1ccc(C)c(C(=O)COc2ncnc3ccccc23)c1
    -2%, 7%, -9%[7.66 µM], 7%, -1%, 12%, 0%, i, -12
COC(=O)C1C(=O)OC(C)(C)C1C(C)C(=O)c1ccccc1 (configuration not stated)
    -4%[57.5 µM], -19%, -5%, 0%, -9%, 10%, -8%, i, -1
COc1ccc(NC(=O)CN2CCC(C(N)=O)(N3CCCCC3)CC2)cc1
    -24%, -24%, 11%, -2%, -7%, -5%, -5%, i, ?
CCOC(=O)C1=C(CC)Nc2ccccc2N/C1=N\S(=O)(=O)c1ccccc1F
    -15%, 0%, -21%, -8%, 4%, 12%, 2%, i, -1
Cc1ccc(N2CC(NC(=O)CCc3ccccc3)CC2=O)cc1C (configuration not stated)
    i, 17%, -7%, 14%, /, 26%, /, /, /
CC(C)NC(=O)C1CCN(C(=O)c2ccc(-c3ccccc3)cc2)CC1
    -5%[57.5 µM], 9%, 7%, 0%, 3%, 10%, 3%, i, -20
O=C(Nc1ccnn1C1CCN(Cc2cc(Cl)ccc2O)CC1)C1CC1
    i, 3%, ?, 2%, 3%, 17%, -9%, i, -7
CCCC(=O)Nc1nc2c(c(=O)[nH]1)CCCC2
    -8%[57.5 µM], 6%, 0%, 5%, -6%, -20%, 0%, i, 24
CCn1c(SCC(=O)c2ccc(Cl)cc2)nnc1-c1cccs1
    -19%[57.5 µM], -3%, -14%, -9%, 7%, 5%, -5%, i, 3
CCNc1nc(NCC)nc(C(=O)NN)n1
    i, -4%, 12%, 11%, 3%, 26%, -1%, i, ?
CC1(C)CC(=O)c2cnc(N)nc2C1
    i, -6%, 4%, 3%, 0%, 1%, -8%, i, -4
CN(CCOc1ccc(Cl)cc1)Cc1cccc(S(=O)(=O)N(C)C)c1
    -75%[inhibitor], -9%, ?, -7%, 10%, 29%, -8%, i, -5
COc1ccccc1/C=C1/C(=O)N(c2ccc([N+](=O)[O-])cc2)N=C1C
    -43%[inhibitor], -24%, -11%, -15%, 4%, -1%, -1%, i, -10
COc1ccccc1CNC(=O)c1ccc(N2Cc3cccc(OC)c3Oc3ncccc32)s1
    i, 0%, 4%, 7%, /, -6%, /, /, /
O=C(Nc1ccc(Cl)cc1)c1csc(COCCO)n1
    -79%[inhibitor], 20%, 1%, -8%, 11%, -23%, -5%, i, 0
CC1(CC(=O)Nc2ccccc2)NC(=S)N(c2ccccc2)N1 (configuration not stated)
    i, 16%[9.22 µM], 3%, -2%, 1%, -4%, -10%, i, -14
CC1CCC2(CC1)NC(=O)N(CC(=O)NC(=O)Nc1ccc3c(c1)OCCO3)C2=O (configuration not stated)
    i, -7%, -11%, -17%, -1%, 18%, -2%, i, -13
Cc1cccc(NC(=O)CN2C(=O)NC(Cc3ccccc3)C2=O)c1 (configuration not stated)
    i, 10%, 0%, 14%, 14%, -7%, 7%, i, 16
COc1ccc(Nc2ccncc2[N+](=O)[O-])cc1
    -4%, 13%, ?, -13%, 1%, 9%, -11%, i, -6
CCO[C@H]1OC(C(N)=O)=C[C@@H](c2ccc(Br)cc2)[C@@H]1CCCO
    -95%[inhibitor], 23%, 2%, 8%, -2%, -30%, 2%, i, 13
CCOC(=O)[C@H]1[C@H]2COc3ccc(Br)cc3[C@H]2N2C(=O)CN(Cc3ccc(C)cc3)C(=O)[C@@]12C
    -7%, -6%, ?, 7%, -1%, ?, 0%, i, 5
O=C(Nc1ccc(C(=O)N2CCOCC2)cc1)c1cccc(Br)c1
    -26%, -22%, 9%, -4%, 0%, 12%, -1%, i, -8
COc1ccc(N2CC(C(=O)Nc3ccc([N+](=O)[O-])cc3Br)CC2=O)cc1 (configuration not stated)
    -1%, -29%, -20%, 11%, 12%, 11%, 7%, i, -10
Cc1nn(C(C)C(=O)N2CCOCC2)c(=O)c2nn(-c3ccccc3)c(C)c12 (configuration not stated)
    i, 5%, 18%, -18%, 9%, -22%, -12%, /, -10
Cc1noc(C)c1S(=O)(=O)N(CC(=O)NCc1ccc2c(c1)OCO2)c1ccc(C(C)C)cc1
    -31%[inhibitor], 1%, -20%, 5%, 14%, 1%, -6%, i, 8
Cc1ccc(-c2nn(CCC(=O)Nc3ccc(Cl)c(Cl)c3)c(=O)c3ccccc23)cc1
    -21%, -6%, 5%, -11%, /, 20%, /, /, /
COc1cc(C=O)ccc1OC(=O)c1ccncc1
    -33%[inhibitor], 15%, 12%, 7%, -6%, -24%, 7%, i, 3
CCOC(=O)c1cnn(-c2ccccc2)c1NC(=O)CSc1nnc(-c2cccs2)n1CC
    -18%[57.5 µM], -2%, -4%, 11%, -8%, 6%, 2%, i, 11
CCc1ccc(NC(=O)C2CCN(S(=O)(=O)c3cnc[nH]3)CC2)cc1
    -9%, 4%, -20%, 8%, 3%, 2%, 1%, i, -2
CC(=O)C1=C(C)NC(=O)NC1c1cc(Br)ccc1OCC#N (configuration not stated)
    -18%[57.5 µM], -6%, -3%, 6%, 12%, 11%, 5%, i, -4
COc1cc(C(=O)OCC(=O)NC2CC2)ccc1OCCC(C)C
    -51%[inhibitor], 6%, 21%, -12%, 4%, 1%, -6%, i, -4
CCCNC(=O)C1(C)CCN(C(=O)c2cccc(OC(F)(F)F)c2)C1 (configuration not stated)
    -20%, 2%, 22%, -17%, 10%, -18%, -1%, i, -13
CC(=O)NC(CC(C)C)C(=O)NC(Cc1ccccc1)C(=O)CCl (configuration not stated)
    -38%[inhibitor], 0%, 26%, -2%, -14%, /, 2%, i, ?
O=C(CSc1nc2c(c(=O)n1-c1ccc(Cl)cc1)SCC2)N1CCOCC1
    i, 6%, -11%, -8%, -4%, -1%, 0%, i, 5
CCN(CC)S(=O)(=O)c1ccc(C)c(NC(=S)Nc2cccc(S(=O)(=O)N3CCCCCC3)c2)c1
    -28%, 30%, ?, -3%, -3%, /, 9%, i, -9
Cc1ccc(C(=O)COC(=O)CN2C(=O)C3C4CC(C(Br)C4Br)C3C2=O)cc1 (configuration not stated)
    -21%, -18%, ?, -20%, 11%, 0%, -5%, i, 12
Cc1cc(OCC(=O)N(C)C)c2c(-c3ccccc3)cc(=O)oc2c1
    -12%, 10%, 8%, -16%, 5%, -12%, -1%, i, 3
CCN(CC)c1ccc(NC(=O)c2cncc(Br)c2)cc1
    -5%[57.5 µM], 0%, ?, 9%, -3%, 21%, -2%, i, -21

# Three entries already listed, sorted by the value under GLP1R ag, falling:
compound	GLP1R ag
Cc1ccc(C(=O)COC(=O)CN2C(=O)C3C4CC(C(Br)C4Br)C3C2=O)cc1 (configuration not stated)	11%
Cc1nn(C(C)C(=O)N2CCOCC2)c(=O)c2nn(-c3ccccc3)c(C)c12 (configuration not stated)	9%
COc1cc(C(=O)OCC(=O)NC2CC2)ccc1OCCC(C)C	4%

# Additional entries follow:
# Values in the order – PTHR1 ag, TDP43 rescue, GLP-1R inv ag, Abeta rescue, GLP1R ag, FUS suppressor, aSyn rescue, Akt phos inh, DRD3 antagonist
CC12CC(NC(=O)N1c1cccc(C(=O)N3CCN(c4ccccc4)CC3)c1)c1ccccc1O2 (configuration not stated)
    -9%, 3%, ?, 8%, -9%, 40%, 0%, i, 11
CCOC(=O)c1c(C)n(C)c2cc([N+](=O)[O-])c(O)c([N+](=O)[O-])c12
    i, -9%, 3%, 2%, -3%, -8%, 7%, i, ?
CCOC(=O)Cn1c(=O)oc2cc(S(=O)(=O)N3CCN(c4ccc(C(C)=O)cc4)CC3)ccc21
    i, 7%, 6%, -15%, /, 23%, /, /, /
CCc1cccc(CC)c1NC(=O)/C(C#N)=C/c1ccccc1C(F)(F)F
    -30%[inhibitor], 13%, ?, 12%, -30%, /, -54%[inhibitor], i, 1
C/C(CC(=O)Nc1cccc(C(F)(F)F)c1)=N\NC(=O)Cc1ccccc1
    -63%[inhibitor], 29%, ?, 21%, 13%, 15%, 12%, i, -1
O=C(CSc1nnnn1-c1ccccc1)Nc1ncc2c(n1)CC(c1ccccc1)CC2=O (configuration not stated)
    i, -18%, 10%, -4%, -6%, 17%, 0%, i, 25
CCn1ncc([N+](=O)[O-])c1C(=O)Nc1cc(C)on1
    -24%, 21%, 13%, -14%, 6%, /, -2%, i, -20
CCOc1cc(N2CCOCC2)c(OCC)cc1NC(=O)c1ccc(OC)cc1
    i, ?, -2%, 1%, 13%, 16%, 8%, i, 1
O=C(N/N=C/c1ccc(-c2ccccc2C(=O)O)o1)c1cccs1
    -7%, -10%[0.397 µM], 3%, 6%, 0%, 19%, -2%, i, 0
C[C@H]1CN([C@@H](C)CO)S(=O)(=O)c2ccc(Br)cc2O[C@H]1CN(C)Cc1ccc(F)cc1
    -19%, 21%, ?, 6%, 10%, -24%, 3%, i, 28

# An excerpt; count on the stated rates, not on these rows.
